Source: PubChem
LANA DNA inh: KSHV C-LANA DNA binding inhibition; MBP-C-LANA/FAM-LBS DNA binding, fluorescence polarization; inhibition, % at 9 µM; 0.078% of 340,000 active; AID 504423;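 active = highest replicate inhibition at or above 60% at 9 µM, even if other replicates fall short; inactive = all replicates below 60% inhibition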;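 also: 0% = neutral control wells and 100% = 4 µM acridine orange control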
Keap1 Nrf2 FP: Keap1-Nrf2 (human) interaction inhibition; Keap1 Kelch-Nrf2 peptide fluorescence polarization, 1536-well; 0.15% of 340,000 active; inhibition, % at 9.4 µM; in the data active = inhibition above about 12%; inconclusive = no clear call, values can overlap the other calls; inactive = below about 7.3%;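 also: human Keap1 Kelch domain with fluorescein labeled Nrf2 9mer peptide probe; 0% = neutral control wells and 100% = peptide positive control; higher means more block of Keap1 binding to Nrf2 peptide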
Target sequence (Q14145 whole entry, looked up, the tested form may be a part): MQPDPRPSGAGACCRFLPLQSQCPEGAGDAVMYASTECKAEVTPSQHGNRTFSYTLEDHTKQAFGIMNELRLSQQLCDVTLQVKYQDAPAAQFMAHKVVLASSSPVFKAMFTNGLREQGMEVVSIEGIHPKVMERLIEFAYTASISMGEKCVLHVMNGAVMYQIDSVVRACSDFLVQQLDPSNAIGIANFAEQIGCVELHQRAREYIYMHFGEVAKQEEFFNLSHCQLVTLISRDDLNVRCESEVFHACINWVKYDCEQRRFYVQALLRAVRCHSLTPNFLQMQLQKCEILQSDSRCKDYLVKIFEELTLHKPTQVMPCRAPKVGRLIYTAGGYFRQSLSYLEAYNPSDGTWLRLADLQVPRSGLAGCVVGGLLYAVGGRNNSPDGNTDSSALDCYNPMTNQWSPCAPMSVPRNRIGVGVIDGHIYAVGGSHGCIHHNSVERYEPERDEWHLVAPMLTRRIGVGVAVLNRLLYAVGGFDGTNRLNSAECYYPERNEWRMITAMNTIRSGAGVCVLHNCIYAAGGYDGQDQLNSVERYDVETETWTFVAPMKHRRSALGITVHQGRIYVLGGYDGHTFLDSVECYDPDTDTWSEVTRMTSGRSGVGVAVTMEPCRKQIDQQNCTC
PKA-R2B act: PKA-R2B complex activation | activation, % at 11.4 µM | P22694+P31323 | PKA-R2B holoenzyme dissociation, Cy5-IP20 fluorescence polarization; R2B truncated from residue 108, S112A mutant; 0% DMSO only, 100% 113 µM cGMP | 0.079% of 340,000 active | AID 504700;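 active = activation above a cutoff set at the mean over all compounds plus 3 SD, cut at about 18% in these data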;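 also: higher means more holoenzyme dissociation and a rise in polarization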
Target sequence (P31323 whole entry, looked up, other chains not shown, the tested form may be a part): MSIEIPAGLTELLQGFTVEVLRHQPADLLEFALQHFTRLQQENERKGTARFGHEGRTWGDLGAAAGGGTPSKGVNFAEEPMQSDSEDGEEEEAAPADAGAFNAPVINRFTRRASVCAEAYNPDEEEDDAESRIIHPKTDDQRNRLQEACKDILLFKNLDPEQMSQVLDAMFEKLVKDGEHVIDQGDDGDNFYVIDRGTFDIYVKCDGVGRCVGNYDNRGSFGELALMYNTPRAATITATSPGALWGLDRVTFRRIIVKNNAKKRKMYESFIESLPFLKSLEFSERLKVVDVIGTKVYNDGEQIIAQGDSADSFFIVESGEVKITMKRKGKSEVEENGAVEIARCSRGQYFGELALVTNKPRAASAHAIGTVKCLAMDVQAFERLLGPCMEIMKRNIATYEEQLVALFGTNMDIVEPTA
DAGLB inh: diacylglycerol lipase beta (human) inhibition | 0.059% of 340,000 active | inhibition, % at 5.17 µM | HEK293T DAGLB membrane lysate, EnzChek fluorogenic substrate; in the data active = inhibition above about 34%;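 also: 0% = enzyme with vehicle and 100% = wells lacking enzyme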
Arr AP2 block: blocks beta-arrestin peptide binding to AP2 adaptin | FITC-arrestin peptide / GST-AP2 beads, flow cytometry; AP2 beta2 appendage carries R879A mutation | inhibition, % at 10 µM | 0.31% of 340,000 active | AID 504490;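 active = inhibition above a set limit, near 3 SD of compounds lacking own fluorescence, cut at about 54% in these data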;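 also: plate controls were DMSO wells for no effect and 5 µM unlabelled arrestin peptide for full effect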
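system = GST-tagged AP2 beta2-adaptin appendage (R879A) on 4 µm glutathione beads | reagent = FITC-labelled arrestin peptide probe, 50 nM final | schedule = compound with beads 12 min RT, then probe 1 h RT | signal = HyperCyt-sampled flow cytometry, FL1 channel, ex 488/em 535 nm | read-out = percent response from loss of bead-bound FITC fluorescence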
PvdQ inh: blocks Pseudomonas aeruginosa PvdQ acylase activity; AID 488965; purified PvdQ acylase, fluorescence plate reader; 0.063% of 340,000 active; inhibition, % at 10 µM; in the data active = inhibition above about 30%, passing the limit was not always enough; inconclusive = no clear call, values can overlap the other calls;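 also: 0% = vehicle neutral wells and 100% = reference inhibitor wells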
RTF Ca sens inh: cardiac RTF calcium desensitization; P19429+P45379; IANBD-labeled cardiac RTF, Ca2+ fluorescence; inhibition, % at 7.15 µM; 0.12% of 340,000 active;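 active = inhibition above the mean inhibition of all tested compounds plus 3 SD, cut at about 17% in these data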;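 also: assay run at fixed EC70 calcium of 1.6 mM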
NSD2 inh: NSD2 (human) methyltransferase inhibition | O96028 | NSD2 peptide methylation, AlphaScreen, 120 min | inhibition, % at 12.5 µM | 0.54% of 310,000 active | AID 743445; in the data active = inhibition above about 50%
SR-BI DiI-HDL act: activators of SR-BI mediated HDL lipid uptake | CHO ldlA[mSR-BI] cells, DiI-HDL uptake fluorescence, 3 h; 100 = double the neutral-control signal | 0.096% of 320,000 active | activation, % at 12.5 µM;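 active = mean replicate activation of at least 60% and every replicate at or above 60%; inconclusive = mean or all-replicate condition met, but not both; inactive = mean below 60% and not all replicates reaching 60%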;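 also: 0% = median plate neutral-control signal and 100% = twice that signal; values of inactives mirror those of a sister screen read the other way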
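material = CHO ldlA[mSR-BI] cells | medium = Ham's F12 with 0.5% BSA, HEPES 25 mM, pH 7.4 | reagent = fluorescent DiI-HDL, 10 µg/mL final | compound dosing = single-point compound dose | incubation = 3 h, 37 °C | measured by = bottom-read fluorescence, 550/595 nm | measure = HDL uptake via cellular fluorescence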
SR-BI DiI inh: mouse SR-BI HDL lipid transfer inhibition | AID 488896 | inhibition, % at 12.5 µM | 0.96% of 320,000 active | ldlA[mSR-BI] CHO cells, DiI-HDL uptake fluorescence, 3 h | Q61009;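 active = mean replicate inhibition of at least 70% and a set share of replicates each scoring 70 or more; inconclusive = meets just one of the two criteria; inactive = fails both criteria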;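 also: 0% = median of neutral control wells and 100% = median of positive control wells; values of inactives mirror those of a sister screen read the other way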
An asterisk follows results filed as active; ? = inconclusive; · = not tested or not shown.

Molecule,LANA DNA inh,Keap1 Nrf2 FP,PKA-R2B act,DAGLB inh,Arr AP2 block,PvdQ inh,RTF Ca sens inh,NSD2 inh,SR-BI DiI-HDL act,SR-BI DiI inh
S=C(NCc1ccccc1)NCC1COc2ccccc2O1 (stereo not drawn),-0.7,-6,-3,-6,5,-6,-5,-7,14,-14
CCc1ccc(O)c(N=Cc2cccc(C)c2O)c1,-4.0,-6,-2,0,5,-8,-6,-1,-20,20
Cc1cc2nc(/C(C#N)=C/c3ccncc3)[nH]c2cc1C,1.9,-6,-8,0,-12,-10,-5,-3,·,·
Cc1ccc(C(=O)Nc2cccc(-c3cnc4ccccc4n3)c2)cc1,-3.1,-1,1,1,1,2,0,-1,-1,1
Cn1ncc([N+](=O)[O-])c1C(=O)N/N=C/c1c[nH]c2ccccc12,-0.9,-2,2,-4,10,8,-8,0,10,-10
Cc1ccc(Cc2ccccc2C(=O)O)cc1,0.4,0,-5,1,6,-8,2,-1,4,-4
COc1ccccc1CN1CCC(CNS(=O)(=O)c2cc(-c3onc(C)c3C)ccc2OC)CC1,0.0,3,11,1,9,1,1,7,-29,29
COc1ccc(C(CCNCc2ccc(N(C)C)cc2)c2ccccc2OC)cc1 (stereo not drawn),-0.5,-5,-6,3,13,8,-5,42,12,-12
Cc1ccc(O)c(NC(=O)CCC2CCCCC2)c1,-1.6,-7,6,-4,4,-13,-12,-3,-4,4
CCOc1cc(/C=C/C(=O)O)ccc1OCCOc1ccc(F)cc1,0.4,-3,2,-2,-1,-12,-14,1,16,-16
CCCCC(=O)OCc1nc(N)nc(Nc2ccccc2C)n1,1.5,-1,-4,2,-5,4,12,-1,14,-14
O=C(Nc1ccccc1O)N1c2ccccc2Sc2ccccc21,-3.8,-1,0,1,15,8,-4,2,5,-5
CCOC(=O)c1ccc(Nc2cc(C)nc(C)c2C(=O)OCC)cc1,0.6,-2,-3,0,-11,-3,-16,-7,-1,1
N#C/C(=N\Nc1cc(Cl)cc(Cl)c1)c1nnc2n1CCCCC2,-1.4,2,-13,2,-1,4,-6,7,-26,26
Cc1cccc(Sc2ccc([N+](=O)[O-])cc2[N+](=O)[O-])n1,0.2,1,-11,-4,-1,4,-3,6,-11,11
Cc1cc(C)cc(NC(=O)CC23CC4CC(C2)CC(n2nnc(C)n2)(C4)C3)c1,0.9,7,-6,-2,3,-10,-5,-3,-7,7
Brc1ccc(N=Cc2ccccn2)cc1,0.2,-6,-4,-1,20,-8,-4,-2,·,·
CCOc1ccc(N2CC(=O)Nc3ccccc3NCC2=O)cc1,-0.5,-5,-1,5,5,-12,-15,·,-15,15
COc1cc(S(=O)(=O)N2CCCCC2)ccc1NC(C)=O,-0.8,3,-6,-2,-4,-6,-10,-2,-5,5
Cc1ccc2nc(/C(C#N)=C\c3ccc(Oc4ccc(C(F)(F)F)cc4[N+](=O)[O-])cc3)[nH]c2c1,3.5,-3,-3,-5,8,-6,0,-4,-41,41
Cc1cc(/C=C(\C#N)C(=O)Nc2ccccc2)c(C)n1-c1cccnc1,1.0,0,-2,0,10,9,3,5,-54,54
CCN1CCN(C(=O)CN(Cc2ccccc2)S(C)(=O)=O)CC1,-2.9,-1,2,-1,30,-1,7,-2,22,-22
Cc1ccc2ccc(C(Nc3ccccn3)c3ccccc3)c(O)c2n1 (stereo not drawn),1.1,2,-8,-2,13,6,-1,·,9,-9
CC(C)CC(COCc1ccc([N+](=O)[O-])cc1)N1CCN(C(=O)c2ccc(C(F)(F)F)cc2)CCC1=O (stereo not drawn),-1.4,-3,-3,-2,-4,-11,-15,·,-15,15
NS(=O)(=O)c1ccc(NC(=O)c2ccc(S(=O)(=O)N3CCCCCC3)cc2)cc1,1.3,2,-4,-3,2,-20,2,1,-12,12
Cc1ccccc1-n1nnnc1SCc1csc(-c2ccccc2)n1,0.6,-1,-12,-9,-5,-17,-10,-5,1,-1
CCCn1ncc(CN2CCN(Cc3ccsc3)C(CCO)C2)c1C (stereo not drawn),0.4,1,2,-2,-22,-1,-8,-3,33,-33
C/C(=N\OC(=O)c1ccccc1F)c1nccs1,-0.5,3,13,-3,-2,7,-6,0,35,-35
CN(C(=O)CN1C(=O)/C(=C/c2ccc(F)cc2)SC1=S)C1CCS(=O)(=O)C1 (stereo not drawn),-0.2,1,-12,1,-4,1,3,8,-2,2
O=C(c1nn(Cc2ccccc2)c(=O)c2ccccc12)N1CCN(C/C=C/c2ccccc2)CC1,-1.1,-7,-7,-4,6,-15,10,-2,-25,25
CCN(CC)C(=O)Oc1cc2c(-c3cc4cccc(OC)c4o3)cc(=O)oc2cc1C,-0.6,-1,7,-5,8,-13,2,-4,3,-3
O=C(CNC(=O)c1ccc(Cl)cc1Cl)OC1CCCCC1=O (stereo not drawn),-1.3,1,-2,0,-11,-15,-2,25,8,-8
COc1ccccc1CNC(=O)c1cccc(S(=O)(=O)N2CCN(C)CC2)c1,-1.2,-5,-5,-3,-1,-17,3,1,3,-3
CC(=O)NC1(C(F)(F)F)C(=O)NC(C)=C1C#N (stereo not drawn),0.5,-4,7,0,1,-12,-9,0,?,-271
CCC(=O)Nc1ccc(-c2nn3c(C)nnc3s2)cc1C,-0.7,-4,-11,1,-1,12,-3,0,8,-8
COc1cc(CC(=O)OCC(=O)Nc2ccc(Cl)c(S(=O)(=O)N(C)C)c2)cc(OC)c1OC,0.3,2,-14,0,25,6,-5,5,·,·
CC1(C)CC(=O)C2=C(C1)OC1OC(=O)CC21C (stereo not drawn),0.9,3,3,-2,1,-6,-15,-1,-6,6
CN(C(=O)COC(=O)c1nn(C)c(=O)c2ccccc12)c1c(N)n(Cc2ccccc2)c(=O)[nH]c1=O,0.9,0,0,3,3,-3,-18,-1,5,-5
O=C(O)c1cc(O)ccc1O,-0.4,1,-8,3,-7,-5,9,·,-8,8
Cc1cccc(-n2cnc3cc(C(=O)N4CCc5ccccc54)ccc32)c1,-2.9,0,-11,0,-1,-22,7,1,4,-4
COc1ccc(C(=O)c2c(C)c3ccccc3n2CC(O)CNC(C)C)cc1 (stereo not drawn),-1.6,5,-3,-2,-2,6,-8,18,5,-5
O=C(Cc1ccccc1Cl)NNC(=O)Nc1ccccc1,0.6,0,-10,-3,-9,-15,-6,0,24,-24
CCCCOc1ccc(C(=O)CCN2CCOCC2)cc1,0.3,-31,3,6,-11,-3,11,18,7,-7
O=C(O)c1ccc(Nc2ncnc3scc(-c4ccccc4)c23)cc1,0.5,-4,-12,-1,2,2,2,-5,6,-6
COc1cc(C(=O)N2CCN(c3ccccc3OC)CC2)c([N+](=O)[O-])cc1OC,2.1,-1,-4,0,12,6,4,-5,18,-18
O=C(NNS(=O)(=O)c1ccccc1[N+](=O)[O-])c1cccnc1,-1.2,-1,8,1,28,1,0,-1,·,·
C=CCn1c(-c2cccc(OC)c2OC)n[nH]c1=S,-2.8,-9,-10,-2,-6,-13,-9,1,2,-2
CC1CN(C2=NC(=O)/C(=C3/C(=O)N(Cc4ccc(F)cc4)c4ccccc43)S2)CC(C)O1 (stereo not drawn),-1.5,0,4,3,-2,-18,-3,1,2,-2
CCN(CC)CC(=O)Nc1sc2c(c1C(=O)c1ccccc1C)CCC2,0.3,4,-9,-13,4,4,-4,4,3,-3
Cc1occc1-c1nnc(SCC(=O)Nc2ccccc2N2CCCCC2)n1C,-3.8,0,-3,0,16,-1,-4,4,-16,16
CCOC(=O)CC1C(=O)NCCN1S(=O)(=O)c1ccccc1 (stereo not drawn),-0.1,1,11,-1,-3,-2,-20,-5,-14,14
COc1ccc(-c2csc3ncnc(N4CCN(Cc5ccccc5)CC4)c23)cc1,-5.1,-4,2,-1,48,6,4,0,1,-1
COc1ccc(CCNC(=O)c2cccc([N+](=O)[O-])c2)cc1OC,0.0,0,-3,-2,9,0,3,5,-18,18
CCN(c1ccc(NC(=O)c2ccc(Cl)nc2)cc1)C(C)C,-4.1,-4,0,1,2,-4,1,-6,-5,5
CNC(=O)NC(=O)C(C)OC(=O)c1c2c(nc3ccccc13)/C(=C/c1cccs1)CC2 (stereo not drawn),-3.8,-2,6,2,7,-13,-11,-8,-25,25
CCN(CC(=O)Nc1c(F)cccc1F)C(=O)c1cc(S(=O)(=O)NCc2ccccc2)ccc1C,1.9,4,-6,-1,0,5,-19,0,-18,18
O=C(NC(Cc1ccccc1)C(=O)N1CCCCC1)c1ccccc1 (stereo not drawn),-1.0,3,-1,0,-4,11,8,10,6,-6
COC(=O)c1cc(C(=O)OCC(=O)N(C)c2ccccc2)cc([N+](=O)[O-])c1,0.1,4,3,7,-11,-1,-2,2,-14,14
COc1ccc(NC(=O)NCCN2CCN(c3cccc(Cl)c3)CC2)cc1,-0.6,-8,5,1,-6,-6,-8,·,8,-8
N#Cc1ccc(OCC(=O)Nc2ccc(S(=O)(=O)N3CCOCC3)cc2)cc1,-2.6,5,3,-1,29,0,-2,·,·,28

Arranged by length of the SMILES (descending): 3 of the compounds above.
Molecule,LANA DNA inh,Keap1 Nrf2 FP,PKA-R2B act,DAGLB inh,Arr AP2 block,PvdQ inh,RTF Ca sens inh,NSD2 inh,SR-BI DiI-HDL act,SR-BI DiI inh
COC(=O)c1cc(C(=O)OCC(=O)N(C)c2ccccc2)cc([N+](=O)[O-])c1,0.1,4,3,7,-11,-1,-2,2,-14,14
N#Cc1ccc(OCC(=O)Nc2ccc(S(=O)(=O)N3CCOCC3)cc2)cc1,-2.6,5,3,-1,29,0,-2,·,·,28
COc1ccc(CCNC(=O)c2cccc([N+](=O)[O-])c2)cc1OC,0.0,0,-3,-2,9,0,3,5,-18,18

(cont.)
Molecule,LANA DNA inh,Keap1 Nrf2 FP,PKA-R2B act,DAGLB inh,Arr AP2 block,PvdQ inh,RTF Ca sens inh,NSD2 inh,SR-BI DiI-HDL act,SR-BI DiI inh
O=C(c1cccc(-n2cccc2)c1)N1CCN(S(=O)(=O)c2ccccc2)CC1,18,4,3,-1,19,-1,6,·,10,-10
CCOC(=O)c1c(C)nc2c(c1-c1cc(OC)ccc1OC)C(=O)CC(C)(C)C2,1.0,0,8,-5,-26,-20,-8,-5,15,-15
Cc1ccc(NC(=O)CCC(=O)N2CCOc3ccccc32)c(Cl)c1,0.0,-1,-1,1,12,-1,-4,·,5,-5
CCOC(=O)c1ccc(NC(=S)N(CCCN2CCCCC2)Cc2ccco2)cc1,-0.3,2,7,1,8,1,-3,3,-5,5
CCCCn1c(N)c(N(CCC(C)C)C(=O)COC(=O)c2cccnc2SC)c(=O)[nH]c1=O,0.6,-2,6,4,-4,-8,2,7,28,-28
